FN deposition inh – fibronectin deposition inhibition | AH1F fibroblasts, Alexa488-fibronectin deposition fluorescence, overnight | AID 743247 | actives 0.086% (n = 350,000) | inhibition, % at 12.6 µM;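 active means mean inhibition across replicates of 30% or more, regardless of how many single replicates reach that level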;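 further: positive control wells lacked labelled fibronectin entirely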
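Material: AH1F fibroblasts assembling fluorescent fibronectin matrix; amount: 10000 AH1F cells/well; medium: DMEM, 2% serum; reagent: Alexa488-fibronectin, 24 nM final in well; dosing: single compound dose, delivered by pin transfer; incubation: 1 h adhesion, overnight exposure; detection: fluorescence after three HBSS washes, excitation 485 nm, emission 525 nm; measure: fibronectin deposition inhibition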
ERAP1 inh – blocks human ERAP1 aminopeptidase activity. Q9NZ08. recombinant ERAP1, Leu-AMC fluorescence, 60 min. inhibition, % at 10.7 µM. actives 0.15% (n = 340,000). AID 652197;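 active means mean replicate inhibition of at least 30%, or all replicates individually reaching that 30% level; inactive means mean below 30% and not every replicate reaching it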;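 further: 0% = neutral control wells and 100% = L-leucinethiol positive control wells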
Target sequence (Q9NZ08 whole entry, looked up): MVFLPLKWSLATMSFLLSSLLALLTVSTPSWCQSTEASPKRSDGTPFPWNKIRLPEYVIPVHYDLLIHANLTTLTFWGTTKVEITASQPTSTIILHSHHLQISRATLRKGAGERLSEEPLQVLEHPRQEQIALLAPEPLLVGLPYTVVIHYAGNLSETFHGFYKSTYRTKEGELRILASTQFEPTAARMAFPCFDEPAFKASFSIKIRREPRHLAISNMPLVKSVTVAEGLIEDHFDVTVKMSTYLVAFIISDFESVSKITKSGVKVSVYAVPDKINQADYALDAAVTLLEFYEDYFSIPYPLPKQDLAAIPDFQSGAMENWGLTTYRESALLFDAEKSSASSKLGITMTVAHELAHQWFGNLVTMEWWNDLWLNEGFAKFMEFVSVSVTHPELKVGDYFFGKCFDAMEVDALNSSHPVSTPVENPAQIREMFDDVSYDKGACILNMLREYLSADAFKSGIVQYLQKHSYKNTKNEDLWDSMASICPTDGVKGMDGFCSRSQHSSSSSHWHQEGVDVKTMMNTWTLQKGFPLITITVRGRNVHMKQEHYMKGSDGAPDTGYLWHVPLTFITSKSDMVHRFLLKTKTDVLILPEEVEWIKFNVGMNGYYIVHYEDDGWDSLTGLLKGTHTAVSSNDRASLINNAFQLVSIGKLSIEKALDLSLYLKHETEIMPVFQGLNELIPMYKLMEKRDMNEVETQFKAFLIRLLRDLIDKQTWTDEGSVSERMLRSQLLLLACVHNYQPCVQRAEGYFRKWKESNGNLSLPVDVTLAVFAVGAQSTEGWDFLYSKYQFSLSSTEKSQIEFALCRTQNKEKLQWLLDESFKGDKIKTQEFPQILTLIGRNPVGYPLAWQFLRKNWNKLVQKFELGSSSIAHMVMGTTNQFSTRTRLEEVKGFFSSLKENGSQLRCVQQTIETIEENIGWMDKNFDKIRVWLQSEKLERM
S100A4 inh HTS – S100A4-myosin IIA interaction inhibition; P26447; S100A4/TAMRA-MyoIIA peptide fluorescence polarization; inhibition, % at 10.7 µM; actives 0.14% (n = 360,000); AID 652163;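 active means mean inhibition of at least 70% across replicates, with every replicate also reaching that level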
Target sequence (P26447 whole entry, looked up): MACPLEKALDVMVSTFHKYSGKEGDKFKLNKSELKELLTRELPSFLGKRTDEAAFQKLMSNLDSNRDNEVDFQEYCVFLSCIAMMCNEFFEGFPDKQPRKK
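assay system = human S100A4 monomer with TAMRA-labelled myosin IIA peptide | also added = labelled myosin peptide probe, 5 nM | incubation = 5 min between mix addition and reading | control set = DMSO and TFP controls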
LGR2 inh – inhibitors of bursicon-induced Drosophila LGR2 receptor cAMP signaling; HEK293 LGR2, CRE-luciferase, bursicon-stimulated, 4 h; inhibition, % at 9.99 µM; actives 0.35% (n = 380,000);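 active means drop in luminescence signal, shown as inhibition above about 50% in the replicate tests, limit read from the data, passing the limit was not always enough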;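 further: agonist challenge used bursicon conditioned medium at about half maximal strength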
EWS-Fli block – blocks EWS/Fli oncoprotein-driven transcription. A673 NR0B1-luciferase reporter, viability-normalised. inhibition, % at 12.6 µM. actives 0.67% (n = 350,000). AID 651661;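 active means mean inhibition of at least 50% after viability correction, with every replicate also passing that limit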;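 further: firefly luciferase signal divided by Alamar Blue viability fluorescence both relative to DMSO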
PAX8 inh HTS – inhibitors of PAX8 transcriptional activity in RMG-I cells | RMG-I TPO-luciferase reporter, SteadyGlo, 24 h | inhibition, % at 12.6 µM | actives 1.2% (n = 360,000);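 active means mean replicate inhibition at least 60% with every replicate also reaching 60%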;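 further: luciferase light reporting Pax8 driven TPO promoter activity; plate controls were median of neutral control wells for no effect and mitoxantrone controls for full effect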
PglD inh – blocks C. jejuni PglD acetyltransferase activity; inhibition, % at 12.5 µM; AID 602405; actives 0.098% (n = 360,000); purified PglD enzyme, DTNB colorimetric CoA detection; in the data active means inhibition above about 16%, passing the limit was not always enough; further: strong numbers were not always called active
PGC1a acetyl inh – modulators of PGC1a acetylation; U2OS PGC1a acetylation, AlphaScreen anti-acetyl-lysine; with virally co-expressed GCN5 acetyltransferase; inhibition, % at 15.6 µM; actives 0.17% (n = 350,000); AID 651687;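 active means every replicate shows inhibition of at least 40%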;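 further: 0% = neutral control wells and 100% = positive control wells; some results beyond the cut were filed as inactive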
* hit, by the source's call; . = no result given; & = joins results of further samples.

canonical_smiles	FN deposition inh	ERAP1 inh	S100A4 inh HTS	LGR2 inh	EWS-Fli block	PAX8 inh HTS	PglD inh	PGC1a acetyl inh
O=C(c1ccccc1)N(CC1CCC1)C[C@@H]1N[C@H](CO)[C@@H]1c1ccccc1	.	1	-1	4	0	1	0	2
CC(C)C(NC(=O)CN1C(=O)c2ccccc2S1(=O)=O)C(C)C	-3	.	0	-19	-4	-12	-8	8
C=CCn1c(SCC(=O)NCc2ccco2)nnc1C1CCCCC1	-2	2	2	-24	-2	-4	0	3
CCn1c(C)c(C(C)=O)c(N2CCN(C(=O)c3ccco3)CC2)nc1=S	.	10	8	0	1	.	-5	.
COc1ccc(C(NC(=O)C2CCN(CCc3ccccc3)CC2)c2ccccn2)cc1 (stereo not given)	-9	-2	-7	9	-9	6	-2	-29
CC(C)c1ccc2[nH]c(O)c(N=NC(=O)c3cccc(S(=O)(=O)N4CCCCC4)c3)c2c1	6	.	.	21	.	.	5	5
CC1CCCCC1NC(=O)c1ccc(-n2cncn2)cc1 (stereo not given)	0	2	6	-8	-4	2	-2	-8
COc1cc(NC(=O)c2ccc(=O)[nH]n2)cc(OC)c1OC	-5	-4	0	-25	9	8	-7	-7
O=C(NCCc1ccccc1)c1ccc(NC2=NC3CS(=O)(=O)CC3S2)cc1 (stereo not given)	-4	4	-4	21	-3	14	3	.
COC(=O)c1ccccc1NC(=O)c1cccnc1	4	2	-4	-17	-51	-6	0	-1
COc1ccc(C(=O)Nc2ccnn2C2CCN(Cc3cnn(C)c3)CC2)cc1	2	2	1	-27	-2	-13	2	-8
COc1cc2c(cc1OC)C(c1cccnc1)CC(=O)N2 (stereo not given)	2	-2	-1	-6	3	1	-3	5
CCOc1ccc(S(=O)(=O)NCCC(=O)N2CCCCCCC2)cc1	-2	-5	-2	4	1	-1	2	-8
O=C(COc1ccccc1)N=C1SC2CS(=O)(=O)CC2N1c1ccc(F)cc1 (stereo not given)	-5	-4	-4	7	.	4	-2	-6
CCn1c(=O)n(CC)c2cc(NC(=O)CSc3ccc([N+](=O)[O-])cn3)ccc21	4	-1	0	0	-8	17	0	-5
C[C@H](CO)N1C[C@H](C)[C@@H](CN(C)C(=O)CN(C)C)Oc2cc(-c3cncnc3)ccc2S1(=O)=O	3	-1	-12	13	-2	.	-3	-5
O=C(c1cc2c(ccc3ccccc32)o1)N1CCCCC1	-1	-2	1	-16	.	-162	-3	-14
CO[C@@H]1CN(C)C(=O)c2cc(NC(=O)c3cc(C)on3)ccc2OC[C@H](C)N(C(=O)C2CC2)C[C@H]1C	-7	-1	0	-13	3	.	-2	-2
COCCOC(=O)C1=C(C)N(c2ccccc2)C(=S)NC1c1ccccc1C(F)(F)F (stereo not given)	5	0	-3	-2	-1	15	0	6
N#C[C@H]1[C@H](c2ccc(-c3ccc(F)cc3)cc2)[C@@H](CO)N1c1nc(-c2ccccc2)cs1	-8	0	-16	14	17	13	0	2
Cc1cc(C)c(NC(=O)COc2ccc(-n3cnnn3)cc2)c(C)c1	0	2	-17	-9	0	14	-3	3
CCCCN(C=O)c1c(CC)nc2ccc(C(=O)NCc3cccs3)cn12	4	9	2	-12	4	-2	-3	6
Cc1ccc(S(=O)(=O)N2CCN(S(=O)(=O)c3ccccc3Br)C2=O)cc1	4	.	3	-11	3	6	1	-6
O=c1c2cc(NC(=S)N3CCCC3)ccc2nc2n1CCCCC2	-2	0	-25	-41	-5	-6	.	.
C[C@H]1CN([C@@H](C)CO)S(=O)(=O)c2ccc(Br)cc2O[C@H]1CN(C)Cc1ccccn1	-2	0	8	-10	6	.	1	-4

Some entries already given, showing only PAX8 inh HTS.
SMILES | PAX8 inh HTS
C=CCn1c(SCC(=O)NCc2ccco2)nnc1C1CCCCC1 | -4
COc1ccc(C(=O)Nc2ccnn2C2CCN(Cc3cnn(C)c3)CC2)cc1 | -13

Some of these compounds in order of the PglD inh value, largest number first.
mol	ERAP1 inh	S100A4 inh HTS	LGR2 inh	PglD inh	PGC1a acetyl inh
COc1ccc(C(=O)Nc2ccnn2C2CCN(Cc3cnn(C)c3)CC2)cc1	2	1	-27	2	-8
C[C@H]1CN([C@@H](C)CO)S(=O)(=O)c2ccc(Br)cc2O[C@H]1CN(C)Cc1ccccn1	0	8	-10	1	-4
C=CCn1c(SCC(=O)NCc2ccco2)nnc1C1CCCCC1	2	2	-24	0	3
COc1ccc(C(NC(=O)C2CCN(CCc3ccccc3)CC2)c2ccccn2)cc1 (stereo not given)	-2	-7	9	-2	-29

Next results:
canonical_smiles	FN deposition inh	ERAP1 inh	S100A4 inh HTS	LGR2 inh	EWS-Fli block	PAX8 inh HTS	PglD inh	PGC1a acetyl inh
CCOC(=O)c1c(NC(=O)CSc2nnc(C)c(=O)[nH]2)sc2c1CCCC2	3	.	.	.	.	-1	1	6
COc1ccccc1C(=O)Nc1ccc(OCC(=O)N2CC(C)CC(C)C2)cc1 (stereo not given)	-4	0	1	-21	-23	-38	2	-6
COc1cc(C(=O)OCC(=O)N2CCCC2=O)cc(OC)c1C	-1	2	-4	0	0	-15	0	7
CCOc1ccc(CNC(=S)N/N=C/c2ccc(OC)c(OC)c2)cc1	-6	.	.	-23	-7	8	.	.
CCN(CC(=O)Nc1ccc(S(=O)(=O)N2CCOCC2)cc1)Cc1ccccc1	3	-1	2	4	13	2	.	3
COc1cc(-c2cnc3c(NC=O)cc(-c4ccc(C)cc4)cn23)cc(OC)c1OC	-46	-4	16	-43	44	90*	12	-89
COc1ccc(NC(=O)C2CC(=O)N(c3ccccc3F)C2)cc1S(=O)(=O)N1CCCCC1 (stereo not given)	14	-4	8	14	0	6	-2	-22
O=C(Nc1cccnc1Cl)c1cc(-c2cccc(Cl)c2)on1	14	1	3	8	-16	-2	14	-10
Cc1ccc(-n2c(C)nn(CCOc3ccccc3)c2=O)cc1	-2	0	-48	-68	-68	-111	-1	9
CC(SC(=S)N(C)Cc1cccs1)C(=O)O (stereo not given)	-5	-2	4	-26	-3	7	.	.
c1cncc(CSc2ccc(-c3cccs3)nn2)c1	1	-4	-1	-68	-26	-12	0	-13
COCCn1c(=NC(=O)c2ccc(S(=O)(=O)N3CCCc4ccccc43)cc2)sc2cc(S(C)(=O)=O)ccc21	4	.	.	3	.	5	1	-2
O=S(=O)(Cc1ccc(Cl)cc1)Oc1ccc(Cl)cc1	4	-1	5	12	-5	-6	-6	0
O=C(Nc1cccc(-c2nc3cccnc3s2)c1)C1c2ccccc2Oc2ccccc21	.	-2	-2	.	-14	-12	-2	.
CCCC#Cc1cnc2c(c1)C(=O)N([C@H](C)CO)C[C@@H](C)[C@@H](CN(C)S(=O)(=O)c1cn(C)cn1)O2	.	0	-12	2	6	-4	1	-4
CCOC(=O)Cn1c(=O)c2c(nc3n2CCS3)n(C)c1=O	-1	.	.	.	.	16	5	3
O=S(=O)(NC(=NCc1ccccc1)c1ccc(F)cc1)c1ccc(Cl)cc1	0	-3	-1	-6	0	-26	-2	-15
C[C@H]1CN([C@@H](C)CO)C(=O)CCCn2nncc2CO[C@H]1CN(C)C(=O)Nc1ccc2c(c1)OCO2	-5	10&-3	-1&3	-7&5	-21&0	-4&-5	0&2	-2
CN(C)C=NC(=O)c1cc(C(=O)c2ccc(Cl)cc2Cl)c[nH]1	-16	-1	0	8	-6	-1	.	11
O=S(=O)(c1ccccc1)N1CC[C@@H]2[C@H]1c1cc(C#CC3CCCCC3)ccc1N[C@@H]2CO	5	-4	25	7	.	.	.	-8
CNC[C@@H]1Oc2ccc(NC(=O)c3ccncc3)cc2CC(=O)N([C@@H](C)CO)C[C@@H]1C	-7	.	.	-7	-1	1	-15	8
CCc1nnc(NC(=O)c2ccc(Br)c(S(=O)(=O)N3CCOCC3)c2)s1	6	4	6	18	3	4	-6	.
C[C@@H]1CCCCO[C@@H](CN(C)Cc2ccc(Cl)c(Cl)c2)[C@H](C)CN([C@@H](C)CO)C(=O)c2cc(NS(=O)(=O)c3cn(C)cn3)ccc2O1	.	0	-4	-21	-7	5	0	-2
C[C@@H]1CN([C@@H](C)CO)C(=O)c2cc(NS(=O)(=O)c3ccccc3)ccc2O[C@@H](C)CCCCO[C@H]1CN(C)C(=O)Cc1ccccc1	-9	2	-23	9	-2	-5	0	-2
C[C@H](CO)N1C[C@H](C)[C@@H](CN(C)Cc2ccncc2)OCCCC[C@H](C)Oc2ccc(NC(=O)Nc3ccc(F)cc3)cc2C1=O	5	.	.	7	11	-3	-1	2

(more compounds)
canonical_smiles	FN deposition inh	ERAP1 inh	S100A4 inh HTS	LGR2 inh	EWS-Fli block	PAX8 inh HTS	PglD inh	PGC1a acetyl inh
COc1ccc(S(=O)(=O)N2CCC(C(=O)Oc3c(OC)cccc3OC)CC2)cc1OC	2	-2	-7	-57	7	-5	-3	-22
Cc1[nH]n(C(N)=S)c(=O)c1N=Nc1ccc(Br)cc1	5	-2	-4	-21	-75	-194	5	5
COc1ccc(/C=C2/C(=O)C(C)(C(C)C)CCC2C)cc1 (stereo not given)	0	1	-3	-12	5	0	-1	-3
CCOC(=O)C1=C(C)Nc2ccccc2N=C1NC(=O)c1oc2ccccc2c1COC	7	-2	-6	2	-8	65*	4	3
OC1=C(O)c2nc3cc(C(F)(F)F)ccc3nc21	-3	-4	-12	.	-2	22	0	2
COc1ccccc1CNC(=O)C[C@@H]1C=C[C@H](NC(C)=O)[C@H](CO)O1	8	3	-8	-6	-2	-4	-2	0
CC1C2CC(C(S(=O)(=O)N3CCOCC3)C2=O)C1(C)C (stereo not given)	-7	.	.	.	.	12	3	-2
O=C(NCC[C@H]1CC[C@@H](NC(=O)C2CCCCC2)[C@H](CO)O1)c1ccc(F)cc1	-13	-3	-4	16	1	-9	-1	5
CCS(=O)(=O)N1CCC(C(=O)NCc2ccc3c(c2)OCO3)CC1	-3	-3	-1	-17	-8	10	.	.
CCOc1ccc(N=Cc2ccc3ccccc3c2)cc1	-13	-2	0	-9	-3	14	7	0
COc1cccc(S(=O)(=O)N[C@@H]2CC[C@@H](CC(=O)NCc3ccc(F)cc3)O[C@@H]2CO)c1	.	-1	18	10	9	8	-1	-23
C[C@@H]1CN([C@H](C)CO)C(=O)c2cc(NS(=O)(=O)c3ccc(Cl)cc3)ccc2O[C@@H](C)CCCCO[C@@H]1CN(C)C(=O)CCCN(C)C	10	-5	-13	14	-12	1	-1	5
CCC(C)N(C(=O)COC(=O)CNC(=O)c1sc2ccccc2c1Cl)C1CCS(=O)(=O)C1 (stereo not given)	8	-1	1	-29	0	-10	2	-12
CC(=O)Nc1nonc1-c1nc2ccccc2n1CC1CC1	12	-3	0	.	.	-30	-1	8
O=C(c1ccccc1F)N1CC(=O)N2[C@H](C1)[C@@H](c1ccc(C#Cc3ccccc3)cc1)[C@@H]2CO	2	2	-2	11	-2	.	.	21
C/C=C/c1ccc2c(c1)O[C@H](CN(C)C(=O)Nc1ccccc1)[C@H](C)CN([C@@H](C)CO)S2(=O)=O	-6	2	-20	12	10	.	-1	-7
COc1ccc2c3c(n(C)c2c1)[C@@H](CO)N(C(=O)Cc1ccccc1)CC31CN(C)C1	4	-1	6	-16	-15	-32	.	-2
Cc1cccc(C(=O)NCc2nnc(SCC(=O)Nc3nnc(C)s3)n2C)c1	7	-2	-3	4	3	5	2	-21
CC(C)CC#Cc1ccc2c(c1)O[C@H](CN(C)C(=O)c1ccccc1)[C@@H](C)CN([C@H](C)CO)S2(=O)=O	.	-1	-12	10	14	.	-3	-13
COc1cccc(NC(=O)CCC2CCN(C(=O)c3cccc(NC(C)=O)c3)CC2)c1	0	0	0	6	-12	12	-2	.
